aDG glyco up: activators of alpha-DG glycosylation, primary screen, uHTS, Pro5-aDG cells, AlphaScreen; alpha-DG glycosylation AlphaScreen (IIH6); 0% Pro5, 100% B10-LARGE cell signal; activation, % at 10 µM; 360,000 tested, 0.22% active; AID 624168, 2012;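 active = activation of at least 8% versus controls, or a plate z-score of at least 8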;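 note: Pro5 are CHO cells carrying HIG-tagged alpha-DG that lacks glycosylation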
PDI inh: inhibitors of human PDI, primary screen, biochemical, turbidity, single point, plate reader | inhibition, % at 10 µM | AID 588391, 2011 | PDI insulin aggregation turbidity, A650, 90 min | 350,000 tested, 0.052% active;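 active = mean inhibition across replicates of 30% or more, whatever share of single replicates reach that level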;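 note: absorbance from insulin aggregation driven by PDI reduction with DTT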
Target sequence (P07237 whole entry, looked up): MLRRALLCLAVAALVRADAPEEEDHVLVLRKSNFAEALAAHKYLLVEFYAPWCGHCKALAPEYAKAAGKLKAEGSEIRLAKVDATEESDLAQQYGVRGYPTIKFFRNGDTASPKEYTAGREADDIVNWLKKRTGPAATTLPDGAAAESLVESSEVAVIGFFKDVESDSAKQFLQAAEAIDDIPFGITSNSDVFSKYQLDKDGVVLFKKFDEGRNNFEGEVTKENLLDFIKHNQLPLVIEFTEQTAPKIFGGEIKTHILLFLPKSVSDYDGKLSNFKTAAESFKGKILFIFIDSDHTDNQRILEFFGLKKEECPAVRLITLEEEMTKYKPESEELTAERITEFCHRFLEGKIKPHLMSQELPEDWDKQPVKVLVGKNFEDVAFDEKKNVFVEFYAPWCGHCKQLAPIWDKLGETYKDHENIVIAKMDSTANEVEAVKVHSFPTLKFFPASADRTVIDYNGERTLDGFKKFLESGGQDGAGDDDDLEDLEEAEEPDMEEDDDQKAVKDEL
NR2E3 ag-1: inhibitors of NR2E3-RetCOR corepressor binding, primary screen, NR2E3 agonist project, biochemical, TR-FRET, GST-NR2E3, biotin-RetCOR; inhibition of corepressor binding, % at 4.78 µM; Photoreceptor-specific nuclear receptor (Homo sapiens), Q9Y5X4; AID 2300, 2010; 320,000 tested, 0.12% active; 1536-well;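 active = percent inhibition above the cutoff of mean plus 3 SD of all tested compounds, set per screening campaign, cut at about 20% in these data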;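 note: 0% = DMSO wells and 100% = biotin wells as full block of FRET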
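System: GST-NR2E3 and biotin-RetCOR proteins; probe or stimulus: 7 nM biotin-RetCOR; doses: compound at 4.8 µM, single dose; schedule: Compound–protein incubation for 5 h at 4 °C; detection: time-resolved FRET; read-out: percent inhibition; controls: biotin wells as high control, 0.6% DMSO wells as low control; format: 1536-well plates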
NR2E3 ag-2: NR2E3 agonists in two-hybrid cells, primary screen, cell-based, luminescence, CHO-S, Gal4-NCOR/VP16-NR2E3; AID 602229, 2012; Photoreceptor-specific nuclear receptor (Homo sapiens), Q9Y5X4; luciferase; 360,000 tested, 0.35% active; inhibition of corepressor binding, % at 3.98 µM;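 active = inhibition above the mean of all tested compounds plus 3 SD, cut at about 70% in these data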;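 note: 0% = DMSO with NR2E3 transfected cells and 100% = cells lacking NR2E3 construct; higher means lower luciferase signal from less NR2E3 corepressor binding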
Exocytosis inh: LAMP-1 surface exposure blockers, TALL-104 cells – cell-based, flow cytometry, MLPCN library, primary screen. 360,000 tested, 0.66% active. inhibition, % at 10 µM. TALL-104 LAMP-1 surface exposure; cells stimulated with thapsigargin and PMA. AID 651702, 2012;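 active = inhibition above about 55%, limit read from the data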
Vif imaging: HIV Vif self-association inhibitors, primary screen, imaging, HEK293T, single point; inhibition, % at 7.49 µM; 340,000 tested, 0.35% active; HEK293T cells, Vif self-association by quenched fluorescence, 24 h; in the data active = inhibition above about 50%, passing the limit was not always enough; note: some results filed as inactive read as strong as hits
CaV13 FRET inh: Disruptors of the CACNA1D IQ motif to Ca2+-dependent inactivation inhibitor domain association, primary screening, Förster resonance energy transfer in intact living …; inhibition, % at 12.3 µM; 340,000 tested, 0.098% active; HEK cells, CFP/YFP FRET ICDI-IQ, plate reader, 10 min; percent FRET-ratio fall versus neutral wells;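 active = mean replicate inhibition of at least 30% and at least 1% of replicates passing that level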;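 note: 0% = median of the neutral control wells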
iPSC survival up: enhancers of single-cell hiPSC survival, primary screen, ATPlite luminescence | 100% = ROCK inhibitor wells, 0% = DMSO | AID 602274, 2012 | 360,000 tested, 0.044% active | survival enhancement, % at 20 µM; in the data active = survival enhancement above about 18%;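 note: cells exposed to compounds for 16 hours before the ATP read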
TRPM1 prom inh: inhibitors of MITF-dependent TRPM1 promoter reporter, primary screen, cell-based, SK-MEL-5, single point, luciferase | SK-MEL-5 TRPM1 promoter luciferase, 24 h | inhibition, % at 12.5 µM | 330,000 tested, 0.83% active | AID 488899, 2010;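 active = mean inhibition across replicates of 60% or more, whatever share of single replicates reaches that level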; note: values of inactives mirror those of a sister screen read the other way
Peg3 promoter: Peg3 promoter-driven luciferase inhibitors, primary screen, cell-based, HeLa, luciferase luminescence; HeLa PEG-Prom luciferase reporter, overnight; inhibition, % at 20 µM; 360,000 tested, 1.7% active; AID 588405, 2011;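 active = inhibition of at least 50% at 20 µM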
HIF-2a block: HIF-2a reporter inhibitors, primary screen, luminescence, 786-0 RCC cells; 786-0 RCC cells HIF-2a reporter, luciferase luminescence, overnight; inhibition, % at 18.8 µM; 360,000 tested, 0.72% active;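 active = inhibition of the luminescence signal of 40% or more relative to plate controls, in a single-dose primary screen at 18.75 µM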
* = called active by the depositor; . = no result given.

SMILES	aDG glyco up	PDI inh	NR2E3 ag-1	NR2E3 ag-2	Exocytosis inh	Vif imaging	CaV13 FRET inh	iPSC survival up	TRPM1 prom inh	Peg3 promoter	HIF-2a block
O=C(Nc1nccs1)c1cc2sccc2n1Cc1ccc(Cl)cc1	0.5	2.8	4.1	-8.1	-1.9	14.5	-6.5	-1.6	.	22.9	0.4
C/C(=N/NC(=O)c1cccs1)c1cccc(N)c1	0.0	1.2	-1.2	-105.5	-0.6	0.4	1.9	-0.6	-58.0	-139.9	-104.0
Cc1ccc(Sc2ncccc2COC(=O)Nc2ccccc2)cc1	1.0	0.9	-0.7	-26.6	-0.1	-3.9	.	-3.6	-2.1	19.7	-7.6
Cc1cnccc1CNC(=O)CC1C(=O)NCCN1CC(C)(C)C (stereo unspecified)	0.1	-0.8	1.6	-0.7	-1.1	1.8	-4.3	0.5	8.9	1.2	14.6
O=C(Nc1ccnn1C1CCN(C2CCCCC2)CC1)c1cccc(F)c1	0.0	4.4	.	-4.7	-3.1	1.2	-9.4	-0.4	5.9	3.0	7.7
CCC(=O)Nc1ccc(NC(=O)CSc2nnnn2C2CCCC2)cc1C	-0.2	-7.5	.	-24.4	28.0	22.7	-3.2	-0.5	-5.6	-19.1	-19.1
Cc1cc(C(=O)CSc2nnnn2-c2ccccc2)c(C)n1CCc1ccccc1	0.2	-10.6	-0.9	-22.8	-2.2	3.6	-5.0	-1.8	13.4	16.2	1.2
O=C(c1ccccc1)N1CCN(C(=O)N2CCCCC2)CC1	0.0	-8.0	-1.4	-11.4	-2.1	-0.4	-3.5	5.8	-3.4	3.0	-1.7
CCOC(=O)CN1CCC(c2cc(-c3ccc(Cl)cc3)n[nH]2)CC1	0.3	-5.2	0.9	32.5	28.6	-3.4	-8.1	-0.5	-5.8	-48.6	-37.5
COC(=O)c1ccc2cn[nH]c2c1	0.0	7.3	.	-10.1	-4.9	-0.7	-8.4	3.2	.	-7.8	5.6
CC1(C)Cc2cccc(OCC(N)=O)c2O1	0.0	2.3	0.8	-4.2	2.9	-10.8	.	-1.6	4.7	8.2	10.9
COCCNC(=S)Nc1cc2oc3ccccc3c2cc1OC	0.0	-2.7	.	-9.4	-0.9	.	.	-0.4	0.1	-64.5	-112.6
Cc1ccccc1Nc1nccc(N(C)C)c1C#N	0.3	-2.9	1.2	6.7	-2.3	1.4	0.2	1.1	-11.5	3.7	14.6
COc1ccc(/C=C(/NC(=O)c2ccccc2)C(=O)N/N=C/c2ccncc2)c(OC)c1	-0.3	4.7	0.7	-22.2	-3.8	-5.4	-6.0	-0.2	-11.9	-0.2	33.3
CCOC(=O)c1cc2sccc2n1CC(=O)Nc1ccc(OC)c(OC)c1	-0.1	-6.4	1.8	-14.1	1.9	-0.2	-10.0	-1.5	5.9	19.0	13.8
Cc1ccc(NC(=O)C2CCN(S(C)(=O)=O)CC2)cc1C	-0.1	-7.0	-0.3	-11.4	0.8	5.9	-6.6	4.2	7.9	-0.3	13.0
CN(CCNS(=O)(=O)c1ccc2c(c1)oc(=O)n2C)Cc1ccccc1	-0.4	.	1.9	-31.9	5.4	7.1	-3.7	-2.0	.	17.4	4.0
OCC1(Cc2cccc(F)c2)CCN(Cc2ccc3cccc(F)c3n2)CC1	-0.1	3.1	6.2	-38.0	1.4	-6.0	11.8	-0.7	4.8	-8.9	5.9
CCC(=O)NC(c1ccccc1)c1c(OC(C)=O)ccc2ccccc12 (stereo unspecified)	-0.2	-7.4	-5.2	-14.8	-1.6	-3.7	-4.5	-0.1	22.9	15.6	19.2
CCOC(=O)c1sc(NC(=O)CSc2nnnn2-c2ccccc2)c(C(=O)OCC)c1C	-0.5	-4.4	-0.9	7.7	1.6	7.3	.	-1.7	-22.6	6.2	12.8
COc1ccccc1N1CCN(S(=O)(=O)CCNC(=O)CC2CCCCC2)CC1	-0.1	-1.3	-1.6	15.3	9.2	-9.1	-1.8	0.7	6.8	29.0	12.6
Cc1ccc(-n2nc3c(=O)n(C(C)C(=O)NCc4ccco4)nc(C)c3c2C)cc1 (stereo unspecified)	0.8	17.5	-2.6	-2.4	-1.4	-6.3	-4.1	-0.2	3.2	-2.5	-0.1
Cc1ccccc1OCCCn1c(=O)sc2ccccc21	0.1	0.5	1.0	-150.7	0.6	4.8	.	-2.4	-67.5	-196.9	-245.3
CNS(=O)(=O)c1ccc(NC(=O)Nc2ccc3c(c2)OCO3)cc1	-0.2	-0.9	.	-114.4	0.7	-4.0	-8.0	-0.4	-47.3	-282.8	-212.3

Source: PubChem
